# From PubChem
# GPR35 antagonists: GPR35 antagonists blocking zaprinast-driven arrestin recruitment, primary screen, imaging, U2OS, beta-arrestin-GFP, zaprinast agonist (AID 2058) | G-protein coupled receptor 35 (Homo sapiens) | U2OS GPR35 beta-arrestin-GFP translocation imaging, zaprinast antagonism; higher % means a stronger effect | inhibition, % at 10 µM; hits with a dose series show IC50 in µM | 290,000 tested, 0.052% active;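 active = inhibition of at least 50% with at least 30 cells and total cytoplasm GFP at most 10,000,000; inconclusive = under 30 cells or total GFP of 10,000,000 plus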
# GPR55 beta-arrestin: GPR55 agonists via beta-arrestin recruitment, primary screen, imaging, U2OS cells, beta-arrestin-GFP redistribution (AID 1961); activation, % at 10 µM, or EC50 in µM where a hit was titrated; G-protein coupled receptor 55 (Homo sapiens); U2OS GPR55 beta-arrestin-GFP redistribution imaging; higher % means a stronger effect; 290,000 tested, 0.048% active;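 active = activation above 40% with more than 50 cells counted in the well; inconclusive = wells holding fewer than 50 cells, flagged as toxic or sparse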;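 note: U2OS osteosarcoma cells stably expressing GPR55 and beta-arrestin-GFP; plate controls were DMSO negative control for no effect and LPI positive control for full effect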
# GPR55 LPI antagonism: GPR55 antagonists blocking LPI-driven arrestin recruitment, primary screen, imaging, U2OS, beta-arrestin-GFP, LPI agonist (AID 2013); 290,000 tested, 0.13% active; U2OS GPR55 beta-arrestin-GFP translocation imaging, LPI antagonism; higher % means a stronger effect; G-protein coupled receptor 55 (Homo sapiens); inhibition, % at 10 µM; hits with a dose series show IC50 in µM;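 active = spots per cell inhibited over 60%, with over 100 cells counted and total cytoplasm intensity under 500,000; inconclusive = wells with under 100 cells, flagged as likely toxic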;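 note: U2OS cells stably carrying GPR55 and arrestin-GFP stimulated by 5 µM LPI near EC80; imaged beta-arrestin-GFP aggregate spots per cell after agonist stimulation; plate controls were LPI-stimulated DMSO wells for no effect and DMSO wells without LPI for full effect; some results filed as inactive read as strong as hits; confirmed hits need IC50 under 10 µM and bright autofluorescent wells are also inconclusive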
# KOR beta-arrestin-1: KOR agonists, beta-arrestin recruitment, primary screen, cell-based, luminescence, uHTS (AID 1777); one-dose activation, % at 10 µM; EC50 in µM for titrated hits; 280,000 tested, 0.02% active; Kappa-type opioid receptor (Homo sapiens); KOR beta-arrestin recruitment, luminescence; higher % means a stronger effect; in the data active = activation above about 50%, passing the limit was not always enough; note: a part of the inactive calls stands beside numbers as strong as those of hits
# Dengue-2 NS5 capping: Dengue-2 NS5 methyltransferase inhibitors, primary screen, biochemical, confirmation dose response (AID 588689) | Dengue-2 NS5 methyltransferase capping enzyme assay, biochemical; higher % means a stronger effect | Genome polyprotein (Dengue virus type 2 (strain 16681-PDK53)) | 340,000 tested, 0.3% active | one-dose inhibition, % at 25 µM; IC50 in µM for titrated hits; in the data active = a potency from the dose series; inconclusive = inhibition above about 29% without an active follow-up result
# KOR beta-arrestin-2: KOR antagonists, beta-arrestin recruitment, cell-based, luminescence, uHTS (AID 1778). KOR beta-arrestin recruitment, luminescence, antagonist mode; higher % means a stronger effect. inhibition, % at 10 µM, or IC50 in µM where a hit was titrated. Kappa-type opioid receptor (Homo sapiens). 290,000 tested, 0.091% active; in the data active = inhibition above about 50%; note: strong numbers were not always called active
# West Nile antiviral: West Nile virus antiviral activity, cell-based, CPE readout (AID 1621) | 290,000 tested, 0.02% active | West Nile virus-infected cells, CPE inhibition; higher % means a stronger effect | one-dose CPE inhibition, % at 10 µM; IC50 in µM for titrated hits; in the data active = a potency from the dose series; inconclusive = CPE inhibition mostly from about 3.7% at the one dose, without a potency; inactive = the rest, 99 in 100 with CPE inhibition below about 2.2%; note: strong numbers were not always called active
# HIV fusion peptide: inhibitors of HIV fusion peptide binding, primary screen, biochemical, uHTS, fluorescence dequenching (AID 1986); cell-free peptide binding, fluorescence dequenching, 30 min; higher % means a stronger effect; 290,000 tested, 0.3% active; inhibition, % at 20 µM, or IC50 in µM where a hit was titrated; in the data active = inhibition mostly above about 52%, no sharp cut-off; inactive = mostly below about 76%; note: some results filed as inactive read as strong as hits
# NOD1 inhibition: NOD1 signaling inhibitors, primary screen, cell-based, luminescence, uHTS (AID 1578); NOD1-driven NF-kB luciferase reporter cells, luminescence; higher % means a stronger effect; one-dose inhibition, % at 4 µM; EC50 in µM for titrated hits; 290,000 tested, 1% active; in the data active = inhibition mostly above about 36%, no sharp cut-off; inactive = mostly below about 34%;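 note: HEK-293T reporter cells stimulated with the NOD1 agonist gamma-tri-DAP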
# Dengue-2 NS5 capping pilot replicate: recorded beside Dengue-2 NS5 capping, whose call it bears; inhibition, %; measured here: pilot screen replicate inhibition
# An asterisk follows results filed as active; ? = inconclusive; / = no result given; [ ] = remark or other dose.
SMILES,GPR35 antagonists,GPR55 beta-arrestin,GPR55 LPI antagonism,KOR beta-arrestin-1,Dengue-2 NS5 capping,KOR beta-arrestin-2,West Nile antiviral,HIV fusion peptide,NOD1 inhibition,others
CCC1CCc2c(n(C)c3ccccc3c2=O)O1 (stereo unspecified),7.8%,-0.5%,-3.8%,1.1%,-9.9%,-11.6%,-0.4%,-0.7%,-25.0%,
Cc1cccc(OCC(=O)O/N=C(\N)Cc2ccc(Cl)cc2)c1,4.5%,0.0%,6.6%,-3.3%,0.7%,22.3%,0.1%,2.0%,-19.6%,
COc1ccc2occ(C(=O)c3cccs3)c2c1,5.4%,-0.1%,-2.6%,6.0%,-13.0%,-5.3%,0.9%,0.0%,-11.0%,Dengue-2 NS5 capping pilot replicate=5.4
Cc1cccc(OCC(=O)NC(C)C(=O)N/N=C/c2c(OCc3ccccc3)ccc3ccccc23)c1 (stereo unspecified),-7.1%,-0.1%,?,2.8%,-4.8%,-11.6%,1.5%,-1.5%,-43.0%,
NC(=S)NN=C1c2cc(S(=O)(=O)N3CCOCC3)ccc2-c2ccc(S(=O)(=O)N3CCOCC3)cc21,5.8%,-0.3%,4.4%,2.2%,-4.5%,29.8%,0.0%,-0.6%,-20.4%,
COC(=O)c1ccc(OCC(=O)c2ccc(O)cc2O)cc1,-12.6%,-0.2%,3.3%,-3.6%,11.7%,11.4%,0.3%,-2.3%,-13.2%,Dengue-2 NS5 capping pilot replicate=0.3
CCCCc1cc(=O)oc2c(CN(C)C)c(O)ccc12,-9.5%,-0.1%,25.5%,-1.6%,-4.0%,13.7%,-0.4%,0.8%,-11.2%,
O=C1c2cccc3cccc(c23)C(=O)N1OS(=O)(=O)c1ccccc1,-6.6%,-0.4%,8.8%,-4.7%,0.0%,16.0%,0.3%,0.5%,-27.3%,
COc1ccc(-c2nc(CN3CCN(Cc4ccccc4)CC3)c(C)o2)cc1,5.2%,0.2%,-7.0%,1.4%,1.7%,-37.0%[20 µM],-1.1%,1.2%,0.7%,
CCCCOCCCNC(=O)c1ccc2c(c1)OCO2,-1.8%,-0.3%,-0.5%,-10.1%,-2.0%,18.4%,-0.1%,-1.2%,-23.5%,
Cc1ccc(-n2ncc3c(NCc4ccc5c(c4)OCO5)ncnc32)c(C)c1,20.3%,-0.3%,17.7%,3.6%,-5.0%,-5.2%,-0.8%,0.2%,13.7%,
CCOc1cccc2sc(N(CCCN(C)C)C(=O)c3ccc(S(=O)(=O)N(C)CC4CCCO4)cc3)nc12 (stereo unspecified),27.6%,-0.2%,13.2%,1.4%,0.0%,0.1%,-0.6%,-2.1%,-24.5%,

# For reference, part of the list above:
SMILES,GPR35 antagonists,GPR55 beta-arrestin,GPR55 LPI antagonism,KOR beta-arrestin-1,Dengue-2 NS5 capping,KOR beta-arrestin-2,West Nile antiviral,HIV fusion peptide,NOD1 inhibition,others
COc1ccc(-c2nc(CN3CCN(Cc4ccccc4)CC3)c(C)o2)cc1,5.2%,0.2%,-7.0%,1.4%,1.7%,-37.0%[20 µM],-1.1%,1.2%,0.7%,
CCCCOCCCNC(=O)c1ccc2c(c1)OCO2,-1.8%,-0.3%,-0.5%,-10.1%,-2.0%,18.4%,-0.1%,-1.2%,-23.5%,
Cc1ccc(-n2ncc3c(NCc4ccc5c(c4)OCO5)ncnc32)c(C)c1,20.3%,-0.3%,17.7%,3.6%,-5.0%,-5.2%,-0.8%,0.2%,13.7%,
CCOc1cccc2sc(N(CCCN(C)C)C(=O)c3ccc(S(=O)(=O)N(C)CC4CCCO4)cc3)nc12 (stereo unspecified),27.6%,-0.2%,13.2%,1.4%,0.0%,0.1%,-0.6%,-2.1%,-24.5%,

# The listing continues.
SMILES,GPR35 antagonists,GPR55 beta-arrestin,GPR55 LPI antagonism,KOR beta-arrestin-1,Dengue-2 NS5 capping,KOR beta-arrestin-2,West Nile antiviral,HIV fusion peptide,NOD1 inhibition,others
Cc1ccc(C2=[N+]([O-])C3(CCCCC/C3=N\O)N(O)C2(C)C)o1 (stereo unspecified),-4.1%,0.2%,5.2%,-4.8%,/,-106.2%,0.2%,-3.3%,14.4%,
COc1cc(CNC2CCCC2)cc(OC)c1OC,-4.8%,0.2%,4.6%,-0.3%,-4.9%,20.9%,-0.3%,-1.9%,-7.9%,
CC(C)COc1ncnc2c1sc1nc3c(cc12)COC(C)(C)C3,1.4%,-0.1%,10.6%,3.3%,/,-13.3%,0.0%,1.1%,-2.6%,
CCCn1c(SCc2cc(=O)[nH]c3ccccc23)nc2c1c(=O)n(C)c(=O)n2C,9.6%,-0.2%,-5.5%,-2.9%,-2.0%,-0.8%,-0.4%,1.2%,-6.4%,Dengue-2 NS5 capping pilot replicate=-0.2
Cc1ccc(Nc2c3c(nc4ncnn24)CC(C)CC3)cc1 (stereo unspecified),5.3%,0.3%,-4.4%,4.6%,-8.2%,16.6%,1.3%,-0.5%,-11.9%,
COc1cccc(NC(C)C(=O)N2CC(C)OC(C)C2)c1 (stereo unspecified),10.4%,-0.1%,-3.3%,4.2%,8.4%,-10.5%,0.2%,14.0%,-26.3%,
CCCCOc1ccccc1P(=O)(O)CP(=O)(c1ccccc1)c1ccccc1,17.0%,-0.1%,15.7%,1.7%,9.7%,15.1%,1.4%,-0.7%,-24.6%,
COc1cc(CC2C(=O)Nc3ccccc32)cc(C)c1O (stereo unspecified),0.7%,0.0%,15.4%,-22.6%,1.3%,42.4%,-0.5%,-2.8%,-6.7%,
CCCS(=O)(=O)c1nc(S(=O)(=O)c2ccc(C)cc2)c(N2CCOCC2)s1,14.6%,-0.1%,14.9%,-3.4%,-1.6%,-11.1%,1.7%,-0.5%,-11.9%,
Cc1nn(CC(=O)c2ccccc2)c(=O)c2nn(-c3ccccc3F)c(C)c12,-4.9%,-0.2%,12.8%,0.8%,-9.9%,-33.5%,-0.1%,1.9%,-24.3%,
CCOP(=O)(OCC)C(Nc1cccc(C(F)(F)F)c1)c1ccc(Br)cc1 (stereo unspecified),8.7%,0.2%,-2.8%,-5.6%,/,9.8%,1.1%,0.3%,-20.2%,
Cc1cc(N=Nc2ccc(Cl)cc2)cc(CN2CCCC2)c1O,-3.4%,0.6%,-2.9%,-6.3%,3.1%,-10.5%,-1.0%,-2.9%,-2.8%,
O=C(c1ccc(CSc2ccccc2)cc1)N1CCN(c2ccccc2)CC1,-1.2%,-0.8%,17.2%,-0.9%,-0.8%,-12.2%,-0.3%,0.5%,-24.1%,
CC(C)(C)c1cc(CNC2CS(=O)(=O)C[C@@H]2O)cc(C(C)(C)C)c1O (stereo partly specified),12.7%,-0.3%,-4.1%,1.8%,-5.6%,14.6%,0.0%,2.1%,14.9%,
CNc1nc(SCC(=O)OC)nc(N2CCOCC2)n1,-2.5%,-0.2%,-4.4%,2.5%,1.6%,-14.9%,-0.1%,0.3%,-10.6%,
O=C(O)c1ccccc1SC1CC(=O)N(c2ccccc2)C1=O (stereo unspecified),-0.6%,0.5%,-4.3%,-4.8%,-4.8%,41.7%,-1.1%,1.1%,-7.8%,
C=C(C)C(=O)Nc1cccc(C2=NOC3(C2)C[C@H](C(N)=O)N(C(=O)CC)C3)c1 (stereo partly specified),-7.1%,-0.2%,3.4%,1.4%,1.2%,23.5%,-0.1%,6.4%,1.6%,
O=C(CCc1nnc2ccc(NCc3ccco3)nn12)Nc1ccc(F)cc1F,-1.2%,-0.2%,11.4%,2.1%,-9.5%,-24.3%,-0.6%,2.2%,-37.9%,
CCOc1cc(/C=N/NC(=O)CSc2nncn2C)ccc1OCc1cccc(C)c1,7.7%,-0.3%,-1.8%,-2.6%,-9.7%,-115.2%,0.3%,-1.9%,3.0%,
COc1cc(OC)c(OC)cc1CN1CCCC(C(=O)c2ccc3c(c2)OCO3)C1 (stereo unspecified),-7.1%,-0.1%,7.7%,-3.2%,-9.8%,-0.8%,-0.8%,-1.8%,-29.4%,
CCOC(=O)c1sc(NNC(=O)c2ccc(C)cc2)nc1C,-6.2%,0.0%,10.8%,1.7%,-10.9%,21.7%,-0.6%,-2.8%,-3.0%,
CCCCOC(=O)Cn1c(=N)n(CCN(CC)CC)c2ccccc21,2.5%,-0.1%,6.4%,/,-9.6%,/,0.4%,-1.2%,-10.9%,
Cc1n[nH]c(=O)n1-c1cccc(C(F)(F)F)c1,-3.7%,-0.2%,-5.6%,-2.6%,-4.0%,11.1%,0.4%,-0.9%,11.9%,
Cc1oc2c(C)c3oc(=O)c(CCC(=O)N4C[C@H]5C[C@@H](C4)c4cccc(=O)n4C5)c(C)c3cc2c1C,-8.8%,1.1%,0.4%,-0.1%,1.4%,-18.2%[20 µM],-0.1%,-2.5%,-20.6%,
COc1ccc(NC(=O)c2c(NC(=O)CNCc3ccco3)sc3c2CCC3)c(OC)c1,-17.6%,0.3%,25.9%,-0.7%,-1.4%,4.4%,-0.2%,1.2%,-17.8%,
CNc1cc([N+](=O)[O-])ccc1OCc1ccccc1,6.7%,0.0%,2.9%,-1.6%,-6.2%,42.4%,-0.3%,0.5%,3.5%,
COc1ccc(N(C(=O)Cn2nnc3ccccc32)C(C(=O)NCc2ccco2)c2cccnc2)cc1 (stereo unspecified),27.0%,-0.1%,3.2%,3.4%,1.4%,-24.1%,-0.3%,0.8%,-6.5%,
CCc1nc(SCC(=O)NCc2ccccc2)c2c(=O)n(C)c(=O)n(C)c2n1,9.8%,-0.3%,-2.1%,2.5%,-2.1%,-30.7%,0.0%,4.0%,-9.2%,
Cc1ccc(/C(N)=N/OC(=O)c2cccc(F)c2)cc1,8.5%,-0.3%,11.9%,-3.1%,-0.8%,11.7%,-0.1%,4.6%,-34.7%,
O=C(O)CC/C(=N\NC(=O)c1ccc(F)cc1)c1ccc(Br)cc1,-22.2%,-0.4%,3.2%,-3.9%,-3.1%,-8.3%,0.0%,-0.3%,-47.4%,
Cc1ccc(F)c([C@H]2[C@@H]3C=CCC[C@@]3(C)C(=O)N2Cc2ccccc2)c1,-2.0%,0.6%,11.1%,2.0%,-13.7%,25.6%,1.4%,0.5%,2.4%,
O=C(c1ccccc1F)N1CCN(c2ccccn2)CC1,-5.6%,-0.2%,-3.1%,-4.0%,-5.2%,-19.6%,-0.1%,-0.1%,20.0%,

# This is a subset (hit frequency here may not be typical).
